# High-throughput results deposited in PubChem BioAssay by several laboratories.
# GSK3A inh: inhibitors of human GSK-3 alpha kinase | inhibition, % at 10 µM | ADP-Glo luminescence, 60 min | hit rate 0.1% among 320,000;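 in the data active = inhibition above about 50%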;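 also: GST-tagged GSK-3 alpha with peptide substrate and 25 µM ATP; 0% = DMSO neutral wells and 100% = GW8510 positive control wells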
# Target sequence (P49840 whole entry, looked up): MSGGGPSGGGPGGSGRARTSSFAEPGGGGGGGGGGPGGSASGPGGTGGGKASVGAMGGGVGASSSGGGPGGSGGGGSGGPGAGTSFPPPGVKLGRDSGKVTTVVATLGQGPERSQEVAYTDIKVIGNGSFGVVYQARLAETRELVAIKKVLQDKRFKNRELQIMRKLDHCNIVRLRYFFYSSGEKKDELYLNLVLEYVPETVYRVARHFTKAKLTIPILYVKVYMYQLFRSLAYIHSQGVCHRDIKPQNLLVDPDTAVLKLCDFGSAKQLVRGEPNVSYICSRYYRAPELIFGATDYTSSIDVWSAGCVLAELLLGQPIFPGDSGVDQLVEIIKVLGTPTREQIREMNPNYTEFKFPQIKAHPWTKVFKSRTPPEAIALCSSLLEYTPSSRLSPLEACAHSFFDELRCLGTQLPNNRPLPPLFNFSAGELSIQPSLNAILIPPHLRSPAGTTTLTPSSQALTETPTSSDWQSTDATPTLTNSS
# GSK3B inh: inhibitors of human GSK3beta kinase | hit rate 0.038% among 300,000 | GST-GSK3beta kinase, ADP-Glo luminescence, 60 min; hits give low values | P49841 | activity score (negative = inhibition), % at 10 µM;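 active = more than half of replicate wells score below -50%, meaning over 50% inhibition versus plate controls; inconclusive = some replicates but at most half score below -50%; inactive = no replicate scores below -50%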;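 also: 0% = median DMSO wells and -100% = median GW8510 positive control wells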
# Target sequence (P49841 whole entry, looked up): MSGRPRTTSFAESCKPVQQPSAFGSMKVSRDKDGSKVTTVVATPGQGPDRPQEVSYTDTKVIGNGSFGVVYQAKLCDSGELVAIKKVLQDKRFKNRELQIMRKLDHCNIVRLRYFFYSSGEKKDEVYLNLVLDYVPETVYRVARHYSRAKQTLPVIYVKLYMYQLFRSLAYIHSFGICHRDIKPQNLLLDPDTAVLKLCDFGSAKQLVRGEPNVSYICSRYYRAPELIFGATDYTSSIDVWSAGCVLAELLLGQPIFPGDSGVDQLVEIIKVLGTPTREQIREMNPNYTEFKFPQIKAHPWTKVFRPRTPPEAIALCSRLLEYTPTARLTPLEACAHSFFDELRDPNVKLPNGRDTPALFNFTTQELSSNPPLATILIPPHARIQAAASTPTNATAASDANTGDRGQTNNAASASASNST
#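 test system = GST-tagged human GSK3beta kinase, cell-free | reagent = 25 µM ATP with peptide substrate | dosing = one dose of 10 µM per compound | schedule = 60 min reaction, RT | detection = luminescent ADP-Glo measurement of ADP formed | control set = DMSO neutral wells and GW8510 at 20 µM as positive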
# HDAC3 inh: inhibitors of human histone deacetylase 3; AID 2718; recombinant HDAC3, fluorogenic peptide/trypsin coupled, fluorescence; O15379; inhibition, % at 8.3 µM; hit rate 0.15% among 320,000; in the data active = inhibition above about 26%, passing the limit was not always enough; inconclusive = no clear call, values can overlap the other calls
# HSF1 inhib: HSF1 inhibition; NIH3T3-HGL HSE-luciferase, MG132-induced, luminescence 8 h; hits give low values; activity change, negative = inhibition, % at 7.5 µM (by protocol); hit rate 0.77% among 300,000; AID 2098;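 active = more than half of replicate wells show activity change below -50%, luminescence cut by over half; inconclusive = some wells, but at most half, below -50%; inactive = no replicate well below -50%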;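 also: luciferase reports HSF-1 transcriptional activity via heat shock element; 0% = median of DMSO wells and -100% = zero luminescence signal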
# Platelet DG rel: platelet dense granule release activity | human platelet-rich plasma, SFLLRN dense granule ATP release, luminescence | hit rate 0.22% among 300,000 | inhibition, %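 (compounds screened at 7.5 µM in platelet-rich plasma)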;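 active = mean replicate score, as percent of positive control, at or above 50; inconclusive = mean below 50 but at least one replicate at or above 50; inactive = mean and every replicate below 50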
# Dyrk1A ADPGlo: inhibitors of rat Dyrk1A kinase | Q63470 | ADP-Glo luminescence, NFATc1 peptide | inhibition, % at 12.5 µM | hit rate 0.43% among 310,000 | AID 504441; in the data active = inhibition above about 50%;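 also: plate controls were vehicle with enzyme for no effect and no enzyme for full effect; many of its hits are not listed in these tables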
# AI-2 QS modul: modulates the Vibrio harveyi AI-2 quorum sensing system. hit rate 0.4% among 300,000. Vibrio harveyi JMH597 AI-2 luminescence/OD600 ratio, 9 h; hits give low values; strain lacks LuxN and CqsS sensors; 0 = neutral-control median. activity change, % at 7.5 µM; in the data active = activity change below about -75%, passing the limit was not always enough; inconclusive = no clear call, values can overlap the other calls;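 also: luminescence divided by OD600 gain over 9 h not by final OD600 alone; inactives centre near 13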
# PolyA inh: inhibitors of polyadenylation in S. cerevisiae; S. cerevisiae SKY197-pL101 polyadenylation reporter, beta-gal luminescence; efflux-impaired pdr1/pdr3 knockout yeast; score 100 = 6 SD above DMSO; calls only at 12 µM; hit rate 0.02% among 300,000;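 active = lowest replicate activity score at least 50, where 100 means six control SD above control mean; inconclusive = lowest score under 50 but half or more replicates reach 50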;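 also: yeast exposed to compound for 9 h at 30 °C; higher score means more reporter readthrough which indicates perturbed polyadenylation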
# HSF1 activator: increases HSF-1 driven luciferase reporter signal | hit rate 1.7% among 300,000 | NIH3T3-HGL HSF-1 luciferase reporter, MG132, 8 h; 100% = twice DMSO control signal | activation, % at 9 µM | AID 504408;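 active = mean replicate activation of at least 50% with a set share of replicates each reaching 50%; inconclusive = only one of those two conditions met; inactive = mean below 50% and too few replicates reaching it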;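 also: 0% = median of the neutral control wells and 100% = twice that signal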
# HSP90 inh: blocks HSP90-mediated luciferase refolding in reticulocyte lysate. Rabbit reticulocyte lysate, luciferase refolding luminescence, 3 h. inhibition, % at 5.6 µM. hit rate 0.91% among 290,000;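 active = inhibition above the screen-wide mean plus 3 SD, computed separately per campaign, cut at about 16% in these data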;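 also: 0% = DMSO wells and 100% = 60 µM geldanamycin wells; inhibitors lower the luminescence because luciferase stays unfolded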
# An asterisk follows results filed as active; i = inactive; ? = inconclusive; . = not tested or not shown.
HDAC3 inh,HSF1 inhib,GSK3B inh,GSK3A inh,PolyA inh,Platelet DG rel,AI-2 QS modul,HSP90 inh,Dyrk1A ADPGlo,HSF1 activator,compound
-1.3,-0.5,1.8,1.7,i,7.9,13.1,0.7,1.5,3.0,CCOc1cc(/C=C(/C#N)c2nc3ccccc3[nH]2)ccc1OCc1ccc(C(=O)O)o1
-2.0,2.2,-0.5,-0.6,i,-0.8,12.9,.,-2.8,-0.8,CC(C)Oc1ccc(S(=O)(=O)N2CCCCC2)cc1NC(=O)C1=COCCO1
4.5,-2.5,-4.5,-0.4,i,-4.0,25.7,3.7,-7.8,13.0,COc1ccc(-n2cccc2/C=C2\C(=N)N3N=C(C(C)C)SC3=NC2=O)cc1
0.8,-3.2,2.2,0.7,i,1.2,13.4,0.1,0.1,-6.9,COCc1cc(C)nc(Nc2ccc(C)c(C)c2)c1C#N
-2.8,-72.7*,-0.6,1.1,i,-6.6,34.8,-4.5,-1.4,-79.3,COc1ccccc1CN1CC(C(=O)NCCN2CCNC2=O)CCC1=O (centres undefined)
9.0,23.1,-19.7,25.5,i,-11.6,13.1,2.2,9.8,13.7,CCOc1cc(/C=N/Nc2ncc(C)c(=O)[nH]2)ccc1O
-0.7,6.2,-2.7,-2.7,i,-1.8,4.3,.,2.6,8.6,CC(Sc1cccc(C(F)(F)F)c1)C(=O)NC(N)=O (centres undefined)
-0.1,6.6,-0.5,-1.8,i,5.1,37.6,2.7,-3.4,-0.5,Cc1cc(C)c(S(=O)(=O)Nc2ccncc2)cc1C
3.4,13.3,-3.0,2.9,i,-1.6,14.1,0.6,4.9,31.9,COc1ccc(C(=O)Cn2nnc(-c3ccccc3NC(=O)C(F)(F)F)n2)cc1
1.3,3.5,-3.0,-1.4,i,-37.9,10.9,-1.7,1.3,-13.2,Cc1c(N=C/C=C/c2ccccc2)cnn1C
0.1,-9.5,1.0,.,i,-6.3,14.3,2.7,-3.3,-10.1,Cn1c2c(c(=O)n(C)c1=O)C(NS(=O)(=O)c1ccc(Cl)cc1)(C(F)(F)F)C(=O)N2 (centres undefined)
0.0,-4.0,1.7,-1.3,i,2.0,12.5,1.1,-6.6,3.1,O=S(=O)(c1ccc2c(c1)oc1ccccc12)N1CCOCC1
.,-8.0,1.2,0.0,i,1.9,15.3,-0.5,1.2,-3.1,COc1ccc(C2=NN(C(=O)/C=C/c3ccccc3)C(c3ccccc3)C2)c(OC(C)=O)c1 (centres undefined)
2.5,-9.9,1.5,-1.8,i,-9.5,8.5,-2.2,-3.8,-7.1,N#C/C(=C\c1ccco1)C(=O)Nn1cnnc1
1.0,-4.3,-4.5,-5.4,i,-1.4,37.8,-1.0,1.3,-4.3,CCCCCC1CCC(C(=O)O)CC1 (centres undefined)
1.5,1.3,4.6,-1.4,i,9.3,-29.9,-5.1,3.5,0.0,Cc1ccccc1-c1noc(CNC(=O)c2ccco2)n1
-3.1,-0.3,2.9,1.6,i,-5.0,12.3,0.3,7.4,11.8,COc1ccc(/C=C/c2nnc(NC(=O)CC(C)C)s2)cc1
4.0,-1.1,-1.6,6.0,i,5.1,37.8,2.5,1.3,4.4,O=S(=O)(Nc1ccc2c(c1)nc1n2CCN(Cc2ccccc2)C1)c1ccc(F)cc1
-12.1,6.6,-2.2,-3.0,i,-0.3,6.2,-2.8,-4.0,3.7,O=C(/C=C/c1cccs1)N1CCN(c2ccccc2)CC1
-2.8,-9.2,1.9,-1.1,i,1.7,10.4,-0.6,4.3,-1.0,Cc1ccc(COC(=O)NCc2cccnc2)cc1
9.1,6.4,-3.8,8.7,i,1.0,13.6,-1.5,-2.1,12.5,O=C(CSc1nnc(-c2ccccc2Cl)o1)Nc1ccccn1
3.7,8.5,1.6,-1.2,i,1.0,50.5,-0.4,8.0,16.0,CCCSC1=C(C#N)C2(CCCCC2)C(C#N)=C(N)N1
3.9,-5.8,1.7,-0.7,i,-2.0,12.0,.,0.8,-1.4,C/C(=N\NC(=O)c1cccc(S(=O)(=O)N2CCOCC2)c1)c1ccc(OCC(=O)N(C)C)cc1
-1.1,1.2,1.4,-3.3,i,-8.5,14.8,2.3,.,5.0,Cc1ccc(C(=O)CSc2nn3c(=O)c(C(C)(C)C)nnc3s2)cc1
1.0,-10.8,1.8,-1.1,i,6.7,12.3,4.4,-7.7,-12.6,Cn1nnnc1SCC(=O)C(C)(C)C
1.8,-3.0,1.1,0.4,i,-9.2,-56.7,-5.0,-3.9,13.2,COC(=O)c1ccc(CNC(=O)COC(=O)CCC2CCCC2)cc1
-8.6,0.5,-2.0,-1.1,i,-0.6,18.8,-4.5,-2.9,-0.7,O=C(NC1CC1)c1ccc(CS(=O)c2ccc(Br)cc2)o1 (centres undefined)
6.2,-0.5,4.5,-2.7,i,6.6,13.7,-2.4,0.0,8.5,Cc1cc(C)cc(NC(=O)c2cc3c(=O)n4ccccc4nc3s2)c1
?,13.4,4.2,0.2,i,-0.7,12.5,-2.6,.,30.5,COc1ccc(NC(=O)COC(=O)c2c(F)cccc2Cl)cc1OC
2.3,-1.1,-0.6,28.0,i,15.8,4.3,1.4,7.2,-9.4,CC1CCCN(Cc2c(O)ccc3c2O/C(=C\c2ccco2)C3=O)C1 (centres undefined)
-4.2,-2.4,3.9,2.8,i,-3.0,-2.8,-0.7,17.8,13.0,OCCN=C1CCCc2c1[nH]c1ccc(Cl)cc21
-8.5,1.0,-4.8,-0.8,i,3.4,2.5,.,-0.6,-1.6,Cc1ccc(S(=O)(=O)N2CCC3(CC2)CC(=O)c2ccccc2O3)cc1
1.3,-7.2,5.7,-2.5,i,4.2,21.9,-1.4,0.5,1.4,Cc1ccc(S(=O)(=O)Nc2ccsc2C#N)cc1
1.2,-1.4,-0.1,11.8,i,0.8,25.1,4.9,0.9,5.6,CC(=O)c1ccc2noc(-c3cccc(F)c3)c2c1
-6.6,2.0,-3.7,-1.4,i,-1.1,4.5,6.5,-2.5,29.5,COc1ccc(Nc2nc(N)nc(CSC(=S)N3CCN(c4ccccc4)CC3)n2)cc1
-0.4,-8.0,1.4,1.8,i,-0.5,15.1,-3.6,.,4.0,CCc1c(C#N)c(SCc2c(C)noc2C)nc2c1C(=O)CC(C)(C)C2
7.8,12.2,-1.5,0.0,i,4.0,23.4,-0.7,4.7,14.0,COc1ccc(/C=C2\SC(=S)N(CC(=O)NCCO)C2=O)cc1
2.4,-6.9,1.8,-1.7,i,3.0,8.9,2.8,-3.3,-1.6,COc1ccc(NC(=O)N2CCCC2C(=O)Nc2ccccc2)cc1 (centres undefined)
-0.5,-4.1,-1.7,-1.3,i,.,8.4,0.3,-2.3,-2.4,CCn1cc(C(=O)N[C@@H](C)C(=O)OC)c(=O)c2cc3c(cc21)OCO3
-1.0,5.8,0.5,-3.4,i,12.7,28.3,0.0,0.5,4.0,COc1ccc(-c2csc(NC(=O)CN3C(=O)C4CCCCC4C3=O)n2)cc1OC (centres undefined)
?,-2.5,2.0,-1.0,i,12.1,9.9,-1.2,10.0,3.0,CCCCc1nc2ccccc2c(NC(=O)CN2CCCC2)c1CCC
2.2,-7.0,-1.4,-0.8,i,-9.0,12.9,-3.0,-4.8,-5.2,CC(=O)Nc1ccc(NC(=O)c2cc(=O)c3ccccc3o2)cc1
-1.0,-5.3,2.4,0.1,i,-1.2,21.6,-2.6,-1.1,-2.4,O=C(c1ccc(OC2CCN(C/C=C/c3ccc(F)cc3)CC2)cc1)N1CCCC1
-1.8,-3.8,1.7,-1.5,i,1.3,11.4,0.1,-6.8,5.8,C=CCn1c(N)c(C(=O)N2CCN(C)CC2)sc1=S
-11.5,-4.6,-0.6,-0.3,i,-3.0,17.7,4.7,-5.9,-8.3,Cc1cccc(-n2ncc3c(NCCN4CCOCC4)ncnc32)c1
5.7,45.7,1.4,-3.0,i,-5.3,-12.8,0.2,-1.1,76.8*,NC(=O)c1ccccc1NC(=O)Nc1cccc(Cl)c1Cl
-2.5,7.6,-2.3,0.6,.,-3.1,5.3,4.6,9.2,-0.4,Cc1ccc(OCC(=O)N2CCN(C3=NS(=O)(=O)c4ccccc43)CC2)cc1
3.4,-6.2,-0.5,-2.8,i,7.6,17.6,-5.1,-6.3,-15.2,COc1ccc(/C=C/C(=O)Nc2ccc(NC(C)=O)cc2)cc1S(=O)(=O)N1CCOCC1
-2.4,-7.5,1.0,-5.3,i,-5.8,5.7,-1.9,.,-5.2,Cn1c(-c2ccc(F)cc2)cnc1NCc1cccc([N+](=O)[O-])c1
-7.3,11.0,-0.6,0.0,i,1.6,12.0,-2.6,-4.2,38.5,C/C(=N\NC(=O)c1ccc([N+](=O)[O-])c(C)c1)c1ccccc1Cl

# Two compounds drawn at random from those above, as already listed:
HDAC3 inh,HSF1 inhib,GSK3B inh,GSK3A inh,PolyA inh,Platelet DG rel,AI-2 QS modul,HSP90 inh,Dyrk1A ADPGlo,HSF1 activator,compound
1.2,-1.4,-0.1,11.8,i,0.8,25.1,4.9,0.9,5.6,CC(=O)c1ccc2noc(-c3cccc(F)c3)c2c1
?,-2.5,2.0,-1.0,i,12.1,9.9,-1.2,10.0,3.0,CCCCc1nc2ccccc2c(NC(=O)CN2CCCC2)c1CCC

# The list goes on.
HDAC3 inh,HSF1 inhib,GSK3B inh,GSK3A inh,PolyA inh,Platelet DG rel,AI-2 QS modul,HSP90 inh,Dyrk1A ADPGlo,HSF1 activator,compound
-0.8,-4.0,3.1,0.9,i,3.4,8.2,2.0,1.0,3.6,Cc1ccc(C(=O)C(C)OC(=O)c2nc(Cl)ccc2Cl)cc1 (centres undefined)
6.8,-1.9,.,-1.7,i,-0.6,30.7,-0.4,4.3,-3.8,Cc1cc(=O)n2nc(N3CCCC(C(=O)NCc4ccccc4Cl)C3)sc2n1 (centres undefined)
2.8,-0.9,1.7,-2.3,i,3.7,-1.1,-2.7,-4.1,15.6,S=C(NCc1ccncc1)NC1CCCCC1
1.8,-1.9,0.6,0.0,i,-4.4,16.6,.,-1.0,-7.3,COc1ccccc1C(CNC(=O)C1CC(=O)N(Cc2ccc(C)cc2)C1)N1CCCC1 (centres undefined)
2.0,-1.3,0.6,-1.9,i,4.5,19.9,.,1.6,-15.1,COc1cccc(N2[C@@H](CC(=O)O)c3cc(C(F)(F)F)ccc3S2(=O)=O)c1
2.8,2.9,-0.8,-2.5,i,-3.2,-1.4,-5.0,6.5,-3.7,Cc1ccc(Sc2c(C)nn(C(=O)CNS(=O)(=O)c3ccc(F)cc3)c2C)cc1
-2.3,-4.0,-1.4,-1.3,i,-1.3,22.2,-1.8,-2.3,26.1,CC(C)C(C(=O)OCC(=O)c1ccc2c(c1)NC(=O)CO2)N1C(=O)c2ccccc2C1=O (centres undefined)
5.0,0.0,-1.1,-16.8,i,-2.6,29.9,1.7,-5.6,16.3,CC(C)COc1ccc(C(=O)CCN2CCCCC2)cc1

# A portion of the library; rates above refer to the full screens.
